Compound activity as filed in PubChem.
PAD4 inh: human PAD4 inhibitors, primary screen, biochemical, fluorescence polarization, 1536-well format; Protein-arginine deiminase type-4 (Homo sapiens), Q9UM07; recombinant PAD4, RCA probe fluorescence polarization; inhibition, % at 6.36 µM; 330,000 tested, 0.41% active;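 active = percent inhibition above a cutoff equal to the mean of all tested compounds plus 3 SD, cut at about 15% in these data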;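 note: 0% = PAD4 with RCA probe and DMSO and 100% = probe without PAD4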
ZTA counter: counter-screen for EBNA-1 inhibitors: inhibitors of Epstein-Barr virus ZTA; inhibition, % at 11 µM; P03206; 320,000 tested, 0.15% active; ZTA-DNA binding, fluorescence polarization; in the data active = inhibition above about 33%
Target sequence (P03206 whole entry, looked up): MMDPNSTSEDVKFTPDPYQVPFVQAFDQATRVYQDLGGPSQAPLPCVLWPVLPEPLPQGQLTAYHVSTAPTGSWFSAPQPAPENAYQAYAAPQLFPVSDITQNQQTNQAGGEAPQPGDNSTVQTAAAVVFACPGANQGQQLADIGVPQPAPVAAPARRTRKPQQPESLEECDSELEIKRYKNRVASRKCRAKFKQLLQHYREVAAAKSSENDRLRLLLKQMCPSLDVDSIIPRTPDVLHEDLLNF
LYPLA2 counter: LYPLA2 inhibitors, primary screen, counter-screen for PME1 inhibitor project, biochemical, fluorescence polarization, FP-Rh probe ABPP; Acyl-protein thioesterase 2 (Homo sapiens), O95372; recombinant LYPLA2; inhibition, % at 5.9 µM; 320,000 tested, 0.38% active; AID 2177, 2009;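 active = inhibition above the screen-wide mean plus 3 SD, limit set per campaign, cut at about 26% in these data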;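 note: 0% = LYPLA2 with DMSO and 100% = wells lacking LYPLA2 enzyme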
Target sequence (O95372 whole entry, looked up): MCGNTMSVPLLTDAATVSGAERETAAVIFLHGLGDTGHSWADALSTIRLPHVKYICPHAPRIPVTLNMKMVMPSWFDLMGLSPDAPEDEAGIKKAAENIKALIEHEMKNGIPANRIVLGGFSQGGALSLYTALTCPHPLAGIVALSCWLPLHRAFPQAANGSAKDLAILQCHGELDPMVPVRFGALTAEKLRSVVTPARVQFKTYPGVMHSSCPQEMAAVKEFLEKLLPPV
GSTO1 counter: inhibitors of recombinant GSTO1, primary screen, counter-screen for RBBP9 inhibitor project, biochemical, fluorescence polarization | Glutathione S-transferase omega-1 (Homo sapiens), P78417 | activity-based probe fluorescence polarization | inhibition, % at 5.96 µM | 300,000 tested, 1.1% active | AID 1974, 2009;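 active = inhibition above the campaign mean inhibition plus 3 SD, cut at about 35% in these data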;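 note: 0% = GSTO1-1 with DMSO and 100% = wells lacking GSTO1-1 enzyme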
Target sequence (P78417 whole entry, looked up): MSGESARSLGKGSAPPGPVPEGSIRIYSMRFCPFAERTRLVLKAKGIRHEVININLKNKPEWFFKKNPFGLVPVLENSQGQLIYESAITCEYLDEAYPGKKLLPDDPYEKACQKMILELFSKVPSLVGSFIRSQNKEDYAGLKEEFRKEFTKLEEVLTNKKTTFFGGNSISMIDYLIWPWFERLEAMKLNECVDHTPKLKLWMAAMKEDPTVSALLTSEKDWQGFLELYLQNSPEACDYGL
LYPLA1 inh: LYPLA1 inhibitors, primary screen, counter-screen for PME1 inhibitor project, biochemical, fluorescence polarization, FP-Rh probe ABPP; Acyl-protein thioesterase 1 (Homo sapiens), O75608; recombinant LYPLA1; inhibition, % at 5.9 µM; 320,000 tested, 0.16% active;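 active = inhibition above the mean of all tested compounds plus 3 SD, set per campaign, cut at about 14% in these data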;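 note: inhibitors block serine hydrolase probe labeling of LYPLA1 so polarization falls; 0% = enzyme with DMSO and 100% = wells lacking LYPLA1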
EBNA-1 inhibitor: EBNA-1 DNA-binding inhibitors, primary screen, biochemical, fluorescence polarization; inhibition, % at 14.8 µM; 300,000 tested, 0.34% active; AID 1950, 2009; in the data active = inhibition above about 28%
PAFAH1B3 FP inh: PAFAH1B3 enzyme inhibitors, primary screen, biochemical, fluorescence polarization, human | inhibition, % at 3.39 µM | 340,000 tested, 0.28% active | recombinant PAFAH1B3, FP-rhodamine probe;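 active = inhibition above the screen-wide average of all tested compounds plus 3 SD, cut at about 25% in these data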;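 note: 0% = enzyme with DMSO only and 100% = wells lacking PAFAH1B3 protein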
Target sequence (Q15102 whole entry, looked up): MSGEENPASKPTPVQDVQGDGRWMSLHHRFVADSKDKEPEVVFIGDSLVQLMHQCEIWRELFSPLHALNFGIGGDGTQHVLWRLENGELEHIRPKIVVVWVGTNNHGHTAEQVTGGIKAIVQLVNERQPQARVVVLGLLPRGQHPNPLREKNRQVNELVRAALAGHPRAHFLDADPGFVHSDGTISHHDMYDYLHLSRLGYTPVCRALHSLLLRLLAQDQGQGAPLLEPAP
PREPL inh: PREPL enzyme inhibitors, primary screen, biochemical, fluorescence polarization; Prolyl endopeptidase-like (Homo sapiens), Q4J6C6; recombinant PREPL, fluorescence polarization activity-based probe; inhibition, % at 5.96 µM; 320,000 tested, 0.68% active; AID 2751, 2010; in the data active = inhibition above about 43%;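 note: 0% = enzyme with DMSO and 100% = wells lacking enzyme; many of its hits are not listed in these tables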
PAFAH2 inh: PAFAH2 enzyme inhibitors, primary screen, biochemical, fluorescence polarization, human. inhibition, % at 3.39 µM. 340,000 tested, 0.99% active. recombinant PAFAH2, FP-rhodamine activity probe. Platelet-activating factor acetylhydrolase 2, cytoplasmic (Homo sapiens), Q99487;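 active = inhibition above the mean over all tested compounds plus 3 SD, cut at about 30% in these data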;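 note: inhibitors block probe labeling of enzyme so polarization drops; 0% = enzyme with DMSO and 100% = wells lacking PAFAH2 protein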
* marks the source's active call; other numbers are inactive results; / = no result given. The list is partial; the hit share may differ from the screen's.

Letters: A = PAD4 inh; B = ZTA counter; C = LYPLA2 counter; D = GSTO1 counter; E = LYPLA1 inh; F = EBNA-1 inhibitor; G = PAFAH1B3 FP inh; H = PREPL inh; I = PAFAH2 inh
> CCOC(=O)c1ccc(S(=O)(=O)N2CCC(C(=O)NCC3CCCCC3)CC2)cc1
  A: -6 | B: -17 | C: 8 | D: / | E: 0 | F: / | G: -1 | H: -3 | I: 3
> Cc1cc(C)n2nc(SCC(=O)NCc3ccco3)nc2n1
  A: 4 | B: -3 | C: -2 | D: 6 | E: -2 | F: 10 | G: 4 | H: 1 | I: 1
> O=C(Nc1ccccc1)C(=O)c1c[nH]c2ccccc12
  A: 3 | B: -14 | C: -5 | D: -5 | E: -7 | F: 8 | G: 1 | H: 5 | I: -6
> CC(C)(C)OC(=O)NCCCC[C@H](NC(=O)c1nc[nH]c1C(=O)N1CCc2ccccc2C1)C(=O)OC(C)(C)C
  A: 0 | B: 9 | C: -3 | D: 7 | E: 0 | F: 7 | G: -1 | H: 5 | I: 3
> CCOC(=O)C(C)Sc1nnc(NC(=O)c2ccc(C)c([N+](=O)[O-])c2)s1 (stereo unspecified)
  A: -8 | B: 1 | C: 4 | D: -83 | E: 2 | F: -7 | G: 6 | H: 4 | I: 2
> Cc1cccc(N2C(=O)C3C4CC(=O)C(c5ccccc54)C3C2=O)c1C (stereo unspecified)
  A: 2 | B: -22 | C: -2 | D: 6 | E: -2 | F: -8 | G: -2 | H: 3 | I: -5
> CC(C)CCNC(=O)Cc1csc(-c2ccccc2)n1
  A: -2 | B: -1 | C: 1 | D: 3 | E: 0 | F: -5 | G: 1 | H: 0 | I: -8
> O=C(CSc1nnnn1-c1ccc(F)cc1F)Nc1ccccc1F
  A: 2 | B: 4 | C: -2 | D: 3 | E: -3 | F: -10 | G: 4 | H: 2 | I: 3
> Cc1cc(=O)oc2cc(NC(=O)COc3cccc(C(F)(F)F)c3)ccc12
  A: -2 | B: -6 | C: -5 | D: / | E: -3 | F: / | G: 9 | H: 0 | I: 2
> CCc1ccc(NC(=O)C2=CC(c3cccs3)=NS(=O)(=O)N2C)cc1
  A: -2 | B: -3 | C: -7 | D: -2 | E: -5 | F: 7 | G: -1 | H: 3 | I: 1
> CCCNC(=O)C1(O)c2cc(Br)ccc2NC(=O)N1c1ccc(Cl)cc1 (stereo unspecified)
  A: 5 | B: -8 | C: 2 | D: -2 | E: -3 | F: -12 | G: 2 | H: 12 | I: 3
> Cc1nnc(NC(=O)CCn2c(=O)oc3ccc(Cl)cc32)s1
  A: -3 | B: -5 | C: -4 | D: 2 | E: 2 | F: -7 | G: 7 | H: -9 | I: 5
> O=C(Cn1ncc(Cl)c(Cl)c1=O)c1ccc2c(c1)OCCO2
  A: 0 | B: / | C: / | D: / | E: / | F: / | G: 9 | H: 16 | I: 8
> Cc1cc(N)ccc1S(C)(=O)=O
  A: -2 | B: 4 | C: -11 | D: 5 | E: 1 | F: -9 | G: 5 | H: 14 | I: 2
> Cc1cccn2c(=O)c(/C=C(\C#N)C(N)=O)c(N3CCCCCC3)nc12
  A: 4 | B: -17 | C: 1 | D: 7 | E: 0 | F: -5 | G: 8 | H: -3 | I: 13
> CCOc1ccccc1NC(=S)N1CCC(NC(=O)NC23CC4CC(CC(C4)C2)C3)CC1
  A: 3 | B: 2 | C: 5 | D: 9 | E: 7 | F: 3 | G: 2 | H: 10 | I: 6
> O=[N+]([O-])c1ccc(Nc2nc(N3CCOCC3)nc(N3CCOCC3)n2)cc1
  A: -1 | B: -8 | C: 0 | D: -3 | E: 0 | F: 4 | G: 4 | H: -11 | I: 13
> C[C@@]12C(=O)Nc3ccc(Br)cc3C(=O)N1[C@H]1c3ccccc3OC[C@@H]1[C@@H]2c1ccccc1
  A: -5 | B: / | C: / | D: / | E: / | F: / | G: -15 | H: 26 | I: -25
> Cc1ccc(CNC(=O)CCCCCNC(=O)N2CCn3c2nc2ccccc23)cc1
  A: 8 | B: -14 | C: 3 | D: 6 | E: 2 | F: -4 | G: 2 | H: 5 | I: -6
> CN(C)CCNC(=O)c1coc(=O)c(Br)c1
  A: -1 | B: -3 | C: -2 | D: 4 | E: -4 | F: -1 | G: 4 | H: 5 | I: -3
> Fc1cccc2sc(N3CCCC3)nc12
  A: -2 | B: 5 | C: 0 | D: -3 | E: -1 | F: 2 | G: 15 | H: -3 | I: 9
> Cc1ccc(S(=O)(=O)N2CC3CCC2C3)cc1 (stereo unspecified)
  A: 3 | B: 21 | C: -2 | D: 10 | E: -1 | F: 7 | G: 3 | H: -3 | I: 7
> O=C(CN1CCCc2ccccc21)N/N=C/c1ccc(F)cc1F
  A: 3 | B: -3 | C: 1 | D: 7 | E: 1 | F: -12 | G: -1 | H: 36 | I: 1
> Cc1cc(C(=O)N2CCC(Cc3ccccc3)CC2)no1
  A: -1 | B: -15 | C: -2 | D: 5 | E: 2 | F: -4 | G: -8 | H: 9 | I: 6
> Cc1ccc2c(c1)c(C)cc[n+]2Cc1ccccc1
  A: 6 | B: 9 | C: 1 | D: 4 | E: 1 | F: 1 | G: 0 | H: 50* | I: 6

Reprinted from the part before: 3 compounds, followed by the next part.
Letters: A = PAD4 inh; B = ZTA counter; C = LYPLA2 counter; D = GSTO1 counter; E = LYPLA1 inh; F = EBNA-1 inhibitor; G = PAFAH1B3 FP inh; H = PREPL inh; I = PAFAH2 inh
> O=C(CN1CCCc2ccccc21)N/N=C/c1ccc(F)cc1F
  A: 3 | B: -3 | C: 1 | D: 7 | E: 1 | F: -12 | G: -1 | H: 36 | I: 1
> Cc1cc(C(=O)N2CCC(Cc3ccccc3)CC2)no1
  A: -1 | B: -15 | C: -2 | D: 5 | E: 2 | F: -4 | G: -8 | H: 9 | I: 6
> Cc1ccc2c(c1)c(C)cc[n+]2Cc1ccccc1
  A: 6 | B: 9 | C: 1 | D: 4 | E: 1 | F: 1 | G: 0 | H: 50* | I: 6
> COc1ccc(C(=O)n2nc(C#N)c(C#N)c2N)cc1
  A: 0 | B: 2 | C: -2 | D: 4 | E: -5 | F: 2 | G: 8 | H: 2 | I: 0
> CCOc1cc(C(C(=O)NCC2CCCO2)N(C(=O)Cn2nnc3ccccc32)c2ccccc2OC)ccc1O (stereo unspecified)
  A: 1 | B: 2 | C: -2 | D: -1 | E: -3 | F: -14 | G: 5 | H: 11 | I: 4
> COc1cc(C(=O)NC(c2ccccc2)c2ccccc2)cc(Cl)c1OC
  A: -3 | B: 18 | C: -4 | D: -1 | E: -5 | F: 22 | G: 10 | H: 13 | I: -7
> Cc1c(N=C2SCC(=O)N2/N=C\c2ccc(Br)cc2)c(=O)n(-c2ccccc2)n1C
  A: 7 | B: -10 | C: 5 | D: -2 | E: 0 | F: 7 | G: 3 | H: 16 | I: 2
> C/C(CC(=O)Nc1ccc2c(c1)OCCO2)=N\NC(=O)c1ccccc1Cl
  A: 2 | B: 5 | C: 5 | D: 3 | E: -3 | F: -5 | G: -3 | H: -22 | I: 1
> O=C(CNC(=O)c1ccc(F)cc1)c1ccc(Cl)cc1
  A: -6 | B: 0 | C: -2 | D: 4 | E: -1 | F: -9 | G: 12 | H: 7 | I: 0
> NC(=O)c1cccn(Cc2ccc(C(F)(F)F)cc2)c1=O
  A: -2 | B: -14 | C: 6 | D: -6 | E: 1 | F: -26 | G: / | H: -6 | I: /
> Fc1ccccc1-c1cc2cc3c(cc2cn1)OCO3
  A: 2 | B: / | C: / | D: / | E: / | F: / | G: 11 | H: -11 | I: 6
> C=C(Br)CN1[C@@H](Cc2ccccc2)[C@H](O)[C@@]23C=C[C@@H](C[C@@H]2S1(=O)=O)O3
  A: 4 | B: / | C: / | D: / | E: / | F: / | G: 8 | H: 1 | I: 3
> O=C1CCN(CCc2ccccc2)CCN1[C@H](CSc1ccc(Br)cc1)c1ccccc1
  A: -1 | B: -9 | C: -1 | D: -3 | E: -5 | F: 5 | G: -3 | H: -17 | I: -4
> Cc1cc2nc(C(C)(C)C)cc(N)n2n1
  A: 1 | B: 1 | C: 1 | D: -6 | E: 3 | F: 9 | G: 2 | H: 3 | I: -2
> [2H]c1c([2H])c([2H])c(C(=O)c2sc(N3CCCCCC3)nc2-c2ccccc2)c([2H])c1[2H]
  A: 7 | B: -16 | C: 5 | D: -4 | E: -5 | F: -5 | G: 5 | H: -2 | I: 3
> CCc1c(C)c2ccc(OCC(=O)OC(C)C)c(C)c2oc1=O
  A: -4 | B: 4 | C: -3 | D: -1 | E: -6 | F: 4 | G: 10 | H: 11 | I: 0
> CC(C)(C)C(=O)/C=c1\[nH]c(=O)/c(=C\c2ccc(F)cc2)s1
  A: -1 | B: 14 | C: 1 | D: -14 | E: -1 | F: 12 | G: 4 | H: -6 | I: -5
> COc1ccc(OC)c(NC(=O)Cn2c(=O)n(CC(=O)NCc3ccco3)c(=O)c3ccccc32)c1
  A: -1 | B: 5 | C: -2 | D: -7 | E: 1 | F: -11 | G: -3 | H: 18 | I: -15
> COc1ccccc1N1CCN(C(=O)CCC(=O)Nc2nnc(C(C)C)s2)CC1
  A: 3 | B: -3 | C: -4 | D: -6 | E: -5 | F: -3 | G: 5 | H: -1 | I: 5
> Cc1c[nH]c2ccccc12
  A: -5 | B: -3 | C: 2 | D: 2 | E: 3 | F: -10 | G: 0 | H: 0 | I: 12
> Cn1c(C(=O)N2CCCc3ccccc32)cc2c(=O)n3ccccc3nc21
  A: 2 | B: -5 | C: 4 | D: -6 | E: 1 | F: -1 | G: / | H: 3 | I: /
> COc1cc(-c2nc(C(F)(F)F)c(OC)o2)cc(OC)c1OC
  A: -6 | B: 8 | C: 0 | D: 5 | E: 3 | F: -2 | G: -7 | H: -6 | I: -4
> COC(=O)c1sc(NC(=S)NC(=O)c2cccc(Br)c2)nc1C
  A: 2 | B: 5 | C: -2 | D: -20 | E: -1 | F: 9 | G: 7 | H: -10 | I: 9
> CC(C)(C)NC(=O)C(c1ccc(F)cc1)N(Cc1ccco1)C(=O)CCC(=O)Nc1ccccn1 (stereo unspecified)
  A: -3 | B: -12 | C: 5 | D: 0 | E: 1 | F: 1 | G: 3 | H: -12 | I: 0
> CC1(C)CC(=O)C=C(C(=O)N2CCCC(C(=O)c3cccc(Cl)c3)C2)O1 (stereo unspecified)
  A: -3 | B: -7 | C: 2 | D: 0 | E: -1 | F: 6 | G: 10 | H: 25 | I: 3
> COc1cccc2c(=O)n(CC(=O)NCCc3ccccc3)ccc12
  A: -1 | B: 10 | C: -1 | D: 8 | E: 2 | F: 2 | G: 5 | H: -12 | I: 0
> CCS(=O)(=O)N1Cc2ccccc2CC1C(=O)Nc1nccs1 (stereo unspecified)
  A: -11 | B: -14 | C: -2 | D: -5 | E: -4 | F: -10 | G: 1 | H: -11 | I: 3
> CCCCn1c(-c2cccc3ccccc23)nc2cc3[nH]c(=O)c(C(C)C)nc3cc21
  A: -4 | B: 6 | C: -7 | D: 9 | E: -4 | F: 2 | G: 5 | H: 23 | I: 1
> CC(C)Cc1nn2c(N)c(/C=C3\C=Nc4ccccc43)c(=O)nc2s1
  A: -5 | B: -10 | C: -2 | D: -19 | E: -10 | F: -4 | G: 5 | H: 5 | I: 13
> CC1(C)CC(=O)C=C(c2cccc(O)c2)C1
  A: 0 | B: 0 | C: -4 | D: / | E: 1 | F: / | G: 0 | H: -2 | I: -2
> O=C(c1cccs1)N1CCN(c2cccc(Cl)c2)CC1
  A: -3 | B: -6 | C: -5 | D: 0 | E: -4 | F: -3 | G: 7 | H: 27 | I: 6
